Compound activity from PubChem BioAssay.
SW480 rereplic = A quantitative high throughput screen for small molecules that induce DNA re-replication in SW480 colon adenocarcinoma cells; SW480 DNA re-replication, Hoechst DNA content imaging, 48 h; Potency, µM (doses to about 46.1 µM), inactives show top-dose re-replication activation, actives largely listed as activators; hit rate 1.8% among 340,000; AID 624297, 2012; note: % of control where 0% means no effect; nearly all actives have a fitted effect of over 55% in size
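Quantitative HTS format with DMSO vehicle controls; 48 hr drug incubation at 37 C, then 40 min Hoechst staining and scanning imager measurement at 405 nm excitation.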
GLP-1R agonist = qHTS of GLP-1 Receptor Agonists; Glucagon-like peptide 1 receptor (Homo sapiens), P43220; HEK293 GLP-1R CRE-luciferase, luminescence, 4-6 h; cells express a hypersensitive GLP-1R form; Potency, µM (doses to about 45.6 µM), inactives show at the top dose activation, hits mostly activators; hit rate 0.007% among 380,000; note: % of control where 0% means no effect
Target sequence (P43220 whole entry, looked up): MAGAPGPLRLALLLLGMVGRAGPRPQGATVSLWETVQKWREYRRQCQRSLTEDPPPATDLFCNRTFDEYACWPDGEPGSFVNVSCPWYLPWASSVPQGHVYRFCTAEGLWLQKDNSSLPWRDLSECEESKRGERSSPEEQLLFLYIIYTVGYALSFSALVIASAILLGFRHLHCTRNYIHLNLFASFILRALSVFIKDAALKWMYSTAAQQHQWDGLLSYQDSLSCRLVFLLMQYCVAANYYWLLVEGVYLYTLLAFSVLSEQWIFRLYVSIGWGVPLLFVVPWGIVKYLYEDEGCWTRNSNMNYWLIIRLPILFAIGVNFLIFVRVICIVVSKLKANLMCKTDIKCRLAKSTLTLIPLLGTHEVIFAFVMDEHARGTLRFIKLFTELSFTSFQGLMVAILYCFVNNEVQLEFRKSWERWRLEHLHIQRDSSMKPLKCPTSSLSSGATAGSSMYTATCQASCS
Starred values were filed as active, the others as inactive; & = joins results of further samples. Calls come from the whole dose curve; as a rule, active = well fitted activation curve with a large enough effect; inconclusive = small, poorly fitted or top-dose-only effect; inactive = no such curve, though single readings can be large or run the other way. Potency is the fitted concentration of half-maximal effect. This is a subset; rates above refer to the full screens.

`CCCCCCC(O)C/C=C\CCCCCCCC(=O)O` (stereo not given) gave GLP-1R agonist 1%.
Screening c1ccc(C(OC2CCCN(CCc3ccc4c(c3)OCO4)C2)c2ccccc2)cc1 (stereo not given) returned GLP-1R agonist -1%.
`COc1ccc(CCNC[C@H](O)COc2cccc(C)c2)cc1OC` gave GLP-1R agonist 3%.
Screening CO[C@@H]1[C@@H](OC2OC(C)C(OC3CC(C)(O)C(O)C(C)O3)C(N(C)C)C2O)[C@@H](CC=O)C[C@@H](C)[C@@H](OC2CCC(N(C)C)C(C)O2)/C=C/C=C/C[C@@H](C)OC(=O)C[C@H]1OC(C)=O (stereo not given in full) returned GLP-1R agonist -3%.
For CC1(C)SC2C(NC(=O)C(c3ccccc3)S(=O)(=O)O)C(=O)N2C1C(=O)O (stereo not given) the results were GLP-1R agonist -2%.
For CC(=O)O[C@H](C)OC(=O)[C@@H](C)c1ccc(-c2ccccc2)c(F)c1 the results were GLP-1R agonist -1%&-4%.
CCOC(=O)[C@H](CCc1ccccc1)NC(C)C(=O)N1CC2(CC1C(=O)O)SCCS2 (stereo not given in full) was read as GLP-1R agonist -4%.
`CC1CC2C3CCC4=CC(=O)C=CC4(C)[C@@]3(F)C(O)CC2(C)[C@@]1(O)C(=O)CCl` (stereo not given in full) gave GLP-1R agonist 4%.
Screening Cc1onc(-c2ccccc2)c1C(=O)N[C@@H]1C(=O)N2[C@@H](C(=O)O)C(C)(C)S[C@@H]12 returned GLP-1R agonist -1%.
CC[C@]1(O)C[C@H]2CN(CCC3=c4ccccc4=N[C]3[C@@](C(=O)OC)(c3cc4c(cc3OC)N(C)[C@H]3[C@@](O)(C(N)=O)[C@H](O)[C@]5(CC)C=CCN6CC[C@]43[C@@H]65)C2)C1 was read as GLP-1R agonist inconclusive.
CC[C@@H]1OC(=O)C[C@H](O)[C@@H](C)[C@@H](O[C@H]2O[C@@H](C)[C@H](O[C@@H]3C[C@](C)(O)[C@H](O)[C@@H](C)O3)[C@@H](N(C)C)[C@@H]2O)[C@@H](C=O)C[C@@H](C)C(=O)/C=C/C(C)=C[C@@H]1CO[C@H]1O[C@@H](C)[C@H](O)[C@H](OC)[C@@H]1OC was read as GLP-1R agonist 1%.
C[C@@H]1O[C@@]2(CS1)CN1CCC2CC1 was read as GLP-1R agonist -2%.
For COc1cc([C@@H]2c3cc4c(cc3[C@@H](O[C@@H]3O[C@H]5CO[C@H](C)O[C@H]5[C@H](O)[C@@H]3O)[C@H]3COC(=O)[C@H]23)OCO4)cc(OC)c1OP(=O)(O)O the results were GLP-1R agonist 11%.
Screening COCC1=C(C(=O)OC(C)OC(=O)OC(C)C)N2C(=O)C(NC(=O)/C(=N/OC)c3csc(N)n3)[C@H]2SC1 (stereo not given in full) returned GLP-1R agonist -2%.
For CC(=O)NC(CCC(N)=O)C(=O)O (stereo not given) the results were GLP-1R agonist -1%.
Screening Cc1c(N)nc([C@@H](CC(N)=O)NC[C@H](N)C(N)=O)nc1C(=O)N[C@H](C(=O)N[C@@H](C)[C@@H](O)[C@@H](C)C(=O)N[C@H](C(=O)NCCc1nc(-c2nc(C(=O)NCCCN[C@H](C)c3ccccc3)cs2)cs1)[C@H](C)O)[C@@H](O[C@H]1O[C@@H](CO)[C@H](O)[C@@H](O)[C@H]1O[C@H]1O[C@@H](CO)[C@@H](O)[C@H](OC(N)=O)[C@H]1O)c1cnc[nH]1 returned GLP-1R agonist -5%.
For C[N+]1(C)CCC(OC(=O)CC(O)(c2ccccc2)C2CCCC2)C1 (stereo not given) the results were GLP-1R agonist -4%.
Screening COc1ccc2c(C(=S)N(C)CC(=O)O)cccc2c1C(F)(F)F returned GLP-1R agonist -4%.
For C[C@@H](C(=O)O)c1ccc(C2CCCCC2)c2ccccc12 the results were GLP-1R agonist -1%.
OC[C@H]1O[C@H](OC/C=C/c2ccccc2)[C@H](O)[C@@H](O)[C@@H]1O was read as GLP-1R agonist -6%.
`CC(C)=CCC/C(C)=C\CC/C(C)=C\CC/C(C)=C\CC1=C(C)C(=O)c2ccccc2C1=O` gave GLP-1R agonist 1%.
`CO[C@@H]1[C@@H]([C@H](C)[C@@H]2O[C@@]3(CC[C@@](C)([C@H]4CC[C@@](C)([C@H]5O[C@H]([C@H]6O[C@](C)(O)[C@H](C)C[C@@H]6C)C[C@H]5O[C@H]5C[C@@H](OC)[C@H](OC)[C@@H](C)O5)O4)O3)C[C@@H](O)[C@@H]2C)O[C@@](O)(CC(=O)O)[C@H](C)[C@H]1OC` gave GLP-1R agonist -4%.
For CC/C(O)=N/S(=O)(=O)c1ccc(-c2c(-c3ccccc3)noc2C)cc1 the results were GLP-1R agonist 0%.
For CCO[C@@H](Cc1ccc(OCCc2ccc(OS(C)(=O)=O)cc2)cc1)C(=O)O the results were GLP-1R agonist 7%.
For CO/N=C(\C(=O)N[C@@H]1C(=O)N2C(C(=O)OCOC(=O)C(C)(C)C)=C(C)CS[C@H]12)c1csc(N)n1 the results were GLP-1R agonist -5%.
For CCCCCCCCCCCCCCCC(=O)OCC(O)C1OC(=O)C(O)=C1O (stereo not given) the results were GLP-1R agonist 3%.
Screening CO/N=C(\C(=O)N[C@@H]1C(=O)N2C(C(=O)[O-])=C(C[n+]3cccc4c3CCCC4)CS[C@H]12)c1csc(N)n1 returned GLP-1R agonist -2%.
CCC(=O)OCC(=O)[C@@]1(OC(=O)CC)[C@@H](C)C[C@@H]2[C@H]3CCC4=CC(=O)C=C[C@]4(C)[C@@]3(F)[C@@H](O)C[C@@]21C was read as GLP-1R agonist -5%.
Screening CCc1cc2c(nc1CC)CCN(CC/C(C)=N/OC[C@H]1O[C@H](c3ccccc3)C=C[C@@H]1Oc1ccc(OC)cc1)C2 returned SW480 rereplic inconclusive.
Screening Cc1ccc(S(=O)(=O)/N=C2/NC(=O)/C(=C/c3ccncc3)S2)cc1 returned SW480 rereplic 2%.
Screening CC(C)C[C@@H]1NC(=O)[C@H](Cc2ccc(O)cc2)NC(=O)[C@H](CCC(N)=O)NC(=O)c2cc([N+](=O)[O-])cc(I)c2NCC[C@@H](C(N)=O)NC1=O returned SW480 rereplic -11%.
Screening COCCN1C(=O)N[C@H](c2cccc(C(F)(F)F)c2)C(C(=O)OC)=C1C returned SW480 rereplic 2%.
`CCCCCCC(=O)Cc1cc(OC)c(OC)cc1C=C(C(=O)OCC)C(=O)OCC` gave SW480 rereplic 13%.
`CCOC(=O)c1sc(NC(=O)CSc2nc3c(c(=O)n2-c2ccccc2)SCC3)c(C(=O)OCC)c1C` gave SW480 rereplic -4%.
Screening COCCn1c(-c2ccccc2)nc2c(c(=O)c3ccccc3n2C)c1=O returned SW480 rereplic -7%.
Screening Cc1ccc(-n2nc(C)c3c(=O)[nH]c(C(F)(F)F)nc32)cc1 returned SW480 rereplic -3%.
For C#CCOCCOCCOCCNc1nc(N2CCN(C(=O)[C@H](C)n3cc(CCCN=C(N)N)nn3)CC2)nc(N2CCN(C(=O)[C@H](CCCCN)n3cc(CCCC)nn3)CC2)n1 the results were SW480 rereplic 5%.
Screening CCOc1ncccc1C(=O)NCc1ccccc1 returned SW480 rereplic -14%.
O=C(NNC(=O)C1C2CCC(C2)C1C(=O)O)c1ccc(Br)o1 (stereo not given) was read as SW480 rereplic 0%.
CCc1ccc2nc3sc(C(=O)N4CCc5ccccc54)c(N)c3cc2c1 was read as SW480 rereplic -2%.
COc1ccc(O[C@H]2C=C[C@@H](c3ccccc3)O[C@@H]2COC(=O)CC/C(C)=N/O[C@H](C)c2cn([C@@H]3COC[C@H]3O)nn2)cc1 was read as SW480 rereplic -4%.
For CCCNC(=O)OC[C@H]1O[C@H](CCO/N=C/[C@@H](OC)[C@H](C)/C=C/CC(=O)OC)C=C[C@@H]1Oc1ccc(OC)cc1 the results were SW480 rereplic 16%.
Screening COc1cc(CNCCN2CCOCC2)ccc1OCc1c(Cl)cccc1Cl returned SW480 rereplic inconclusive.
`COC(=O)CCC(=O)Oc1ccc(OC(=O)CCC(=O)OC)cc1` gave SW480 rereplic 19%.
For CCCCCCN(C(=O)CCCCCN1C(=O)NC(c2ccc(Cl)cc2)C(C(=O)OCc2ccccc2)=C1C)C(C(=O)NCCCC)c1ccc(OCC(=O)OC)c(C(=O)OC)c1 (stereo not given) the results were SW480 rereplic -6%.
COC(=O)c1cn(NC(=O)/C=C/c2cccc(OC)c2OC)c(=O)c2ccccc12 was read as SW480 rereplic 1%.
Screening CC1=C(C(=O)OCC(Br)(Br)Br)C(c2ccc(Br)cc2)NC(=O)N1CCCC(=O)O (stereo not given) returned SW480 rereplic 0%.
Screening COC(=O)[C@@]1(Cc2ccc(F)cc2)[C@H]2c3cc(C(=O)N(C)C)n(Cc4ccc(OC(F)(F)F)cc4)c3C[C@H]2CN1C(=O)c1ccccc1 returned SW480 rereplic inconclusive.
CCOC(=O)c1cnc2c(C)cccc2c1Nc1ccc(N2CCOCC2)cc1 was read as SW480 rereplic -1%.
Screening COc1cc2c(cc1NC(=O)CSc1nc3ccc(C)cc3[nH]1)oc1ccccc12 returned SW480 rereplic 14%.
`O=C(C(=O)N1CCc2ccccc2C1)N1CCc2ccccc2C1` gave SW480 rereplic -3%.
`O=C(/C=C/c1ccc2c(c1)OCO2)Nc1nc(-c2ccc(F)cc2)cs1` gave SW480 rereplic -5%.
Screening CCOCCn1c(CN2CCC(C)CC2)nc2c1c(=O)n(C)c(=O)n2C returned SW480 rereplic 2%.
`COc1ccc(O[C@H]2C=C[C@@H](c3ccccc3)O[C@@H]2COC(=O)CC/C(C)=N/O[C@@H](C)c2cn([C@H](CO)Cc3ccccc3)nn2)cc1` gave SW480 rereplic 23%.
`Cc1sc2nc(-c3ccccc3)[nH]c(=O)c2c1-c1ccccc1` gave SW480 rereplic -4%.
Screening COC(=O)C1=C(C)N(CCc2cc(OC)c(OC)c(OC)c2)C(=O)N[C@H]1c1ccc(Br)cc1 returned SW480 rereplic 24%.
For Cc1ccc(Cl)cc1NC(=O)COC(=O)c1ccc(COc2ccc3c(C)cc(=O)oc3c2)cc1 the results were SW480 rereplic 1%.
`CN1CCN(CC(=O)N/N=C\c2c[nH]c3ccccc23)CC1` gave SW480 rereplic 9%.
`COc1ccc(/C=C2\CCCc3c2nc2ccccc2c3C(=O)OCC(=O)c2c(N)n(C)c(=O)n(C)c2=O)cc1` gave SW480 rereplic inconclusive.
`COCCN1C(=O)N[C@@H](c2ccc(Br)cc2)C(C(C)=O)=C1C` gave SW480 rereplic -6%.
`COC(=O)[C@@H](NC(=O)O[C@@H]1C(=O)c2ccc(OC)cc2O[C@H]1c1cccc(C(F)(F)F)c1)C(C)C` gave SW480 rereplic 16%.
O=C(NCc1ccncc1)C(=O)NCC(c1ccccc1)c1ccccc1 was read as SW480 rereplic -2%.
For CN(C)[C@@H]1C(=O)C(C(=O)NCN2CCCC2)=C(O)[C@@]2(O)C(=O)C3=C(O)c4c(O)cccc4[C@@](C)(O)C3CC12 (stereo not given in full) the results were SW480 rereplic 4%.
For C1CCN=C(NC23CC4CC(CC(C4)C2)C3)CC1 the results were SW480 rereplic -1%.
Screening COc1ccc(S(=O)(=O)N(CC(=O)NCc2cccnc2)c2ccc(F)cc2)cc1OC returned SW480 rereplic -4%.
For NC(=O)[C@@H]1CCCNc2c(I)cc([N+](=O)[O-])cc2C(=O)N[C@@H](CCCN=C(N)N)C(=O)N[C@@H](CCCN=C(N)N)C(=O)N1 the results were SW480 rereplic -1%.
`Cc1cc(C)cc(NC(=O)CSc2ncc(S(=O)(=O)c3ccccc3)c(=O)[nH]2)c1` gave SW480 rereplic 2%.
NC(=O)C(CC(=O)O)NC(=O)[C@@H]1CCCCNc2c(I)cc([N+](=O)[O-])cc2C(=O)N[C@@H](CO)C(=O)NCC(=O)N1 (stereo not given in full) was read as SW480 rereplic -1%.
